# Screens as filed in PubChem BioAssay.
# Tn7 DDE FP: inhibitors of Tn7 peptide binding to human fibrin DD(E); FP displacement of FITC-Tn7 peptide from fibrin DD(E); 0% = median of compound wells per plate; inhibition, % at 8.3 µM; 0.13% of 370,000 active; AID 720508;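 active = inhibition above the mean of compounds falling within the control limits plus 3 SD of them, cut at about 14% in these data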;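 note: 0% = plate median of compound wells and 100% = 10 µM Aha-Tn7 peptide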
# Target sequence (P02675 whole entry, looked up): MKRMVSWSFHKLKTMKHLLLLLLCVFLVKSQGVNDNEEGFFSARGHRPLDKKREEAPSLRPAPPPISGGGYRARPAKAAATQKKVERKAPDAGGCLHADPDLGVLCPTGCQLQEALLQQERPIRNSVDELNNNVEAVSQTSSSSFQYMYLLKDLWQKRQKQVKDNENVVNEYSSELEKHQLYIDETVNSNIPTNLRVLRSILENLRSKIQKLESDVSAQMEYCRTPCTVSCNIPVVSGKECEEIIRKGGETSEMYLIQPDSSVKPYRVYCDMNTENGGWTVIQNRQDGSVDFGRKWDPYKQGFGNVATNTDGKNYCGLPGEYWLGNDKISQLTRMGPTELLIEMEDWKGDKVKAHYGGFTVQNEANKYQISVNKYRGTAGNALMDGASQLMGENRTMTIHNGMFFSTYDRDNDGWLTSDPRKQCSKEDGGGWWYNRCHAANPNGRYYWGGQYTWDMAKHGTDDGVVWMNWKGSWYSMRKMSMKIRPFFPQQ
#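 System: human fibrin DD(E); quantity: Fibrin-DD(E) at 2 µM final; also added: fluorescent Tn7 probe at 0.1 µM; compound dosing: single nominal test concentration of 8.3 µM per compound; schedule: 10 min preincubation, 3 h with tracer, room temperature; detection: fluorescence polarization of the labelled Tn7 tracer; repeats: one replicate per compound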
# PLCg1 inh: PLC-gamma1 (human) inhibition, primary screen. AID 720700. 0.84% of 370,000 active. inhibition, % at 12.2 µM. P19174. purified PLC-gamma1, fluorogenic substrate, fluorescence; in the data active = inhibition above about 9.5%
# ASAP1 GAP inh: inhibitors of human ASAP1 ArfGAP activity. 0.19% of 360,000 active. ASAP1-stimulated ARF1 GTP hydrolysis, GDP FP detection. Q9ULH1. AID 624377. inhibition, % at 16.5 µM; in the data active = inhibition above about 25%;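 note: 0% = vehicle with enzyme and substrate and 100% = no enzyme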
# LEDGF integ inh: blocks HIV-1 LEDGF/p75-dependent DNA integration; TR-FRET IN-LEDGF/p75 DNA integration, Eu/Cy5; inhibition, % at 3.7 µM; 0.64% of 370,000 active; AID 743269;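 active = inhibition above the screen-wide mean plus 3 SD, cut at about 13% in these data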;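 note: signal is the Cy5 over europium emission ratio at 671 and 618 nm; 0% = plate median of compound wells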
# ADAM10 inh: ADAM10 inhibition, QFRET primary screen; O14672; recombinant ADAM10, EDANS/DABCYL FRET peptide cleavage, 3 h; inhibition, % at 7 µM; 0.62% of 370,000 active; AID 720582;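 active = inhibition above a per-campaign cutoff equal to the mean of compounds falling between control-based bounds plus 3 SD, cut at about 20% in these data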;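 note: 0% = DMSO wells while the 100% control is not disclosed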
# proKLK7 act: activates the human kallikrein-7 zymogen | activation, % at 7 µM | purified proKLK7, EDANS-DABCYL substrate fluorescence; 100% is mature enzyme control, 0% vehicle | P49862 | AID 652039 | 0.9% of 370,000 active;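 active = activation above the mean of all tested compounds plus 3 SD, computed per campaign excluding outliers beyond control limits, cut at about 13% in these data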
# DDE Tn6 FP inh: DD(E)-Tn6 binding inhibition, primary FP screen; 0.21% of 370,000 active; inhibition, % at 8.3 µM; Fibrin DD(E) TRITC-Tn6 fluorescence polarization displacement; AID 720509; P02675;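 active = inhibition above a per-campaign cutoff: mean of compounds within control limits plus 3 SD, cut at about 15% in these data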;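 note: 0% = median of all compound wells on the plate and 100% = blocking peptide control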
# ARFGAP1 inhibitor: rat ARFGAP1 inhibition. Arfgap1-stimulated ARF1 GTP hydrolysis, GDP FP detection. inhibition, % at 16.5 µM. AID 651572. Q62848. 0.26% of 360,000 active;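 active = inhibition above a per-plate limit, mean inhibition of low control wells plus 3 SD, cut at about 25% in these data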;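 note: 0% = DMSO wells with enzyme and 100% = wells lacking Arfgap1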
# Target sequence (Q62848 1-136 limits assumed): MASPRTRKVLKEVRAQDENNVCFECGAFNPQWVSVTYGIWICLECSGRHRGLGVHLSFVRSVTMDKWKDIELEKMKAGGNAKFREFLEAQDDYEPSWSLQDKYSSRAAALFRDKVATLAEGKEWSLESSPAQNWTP
#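 System: truncated rat Arfgap1 GAP domain / Benchmarks: high control wells lacking Arfgap1, low control full reaction with DMSO / Times: compound-enzyme preincubation 20 min, reaction 120 min, detection 60 min, 25 °C / Repeats: one replicate per compound / Also added: human ARF1(Δ1-17)-GTP substrate / Measured by: Tracer-displacement fluorescence polarization with EDTA stop, 620/688 nm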
# TDP2 inh: blocks human TDP2 phosphodiesterase activity; O95551; recombinant TDP2, T5PNP hydrolysis, p-nitrophenol absorbance 415 nm; inhibition, % at 12.8 µM; 0.34% of 370,000 active;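 active = inhibition above the mean of all tested compounds plus 3 SD, set per campaign, cut at about 25% in these data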;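 note: 0% = DMSO with enzyme and 100% = buffer with substrate but no TDP2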
# Target sequence (O95551 whole entry, looked up): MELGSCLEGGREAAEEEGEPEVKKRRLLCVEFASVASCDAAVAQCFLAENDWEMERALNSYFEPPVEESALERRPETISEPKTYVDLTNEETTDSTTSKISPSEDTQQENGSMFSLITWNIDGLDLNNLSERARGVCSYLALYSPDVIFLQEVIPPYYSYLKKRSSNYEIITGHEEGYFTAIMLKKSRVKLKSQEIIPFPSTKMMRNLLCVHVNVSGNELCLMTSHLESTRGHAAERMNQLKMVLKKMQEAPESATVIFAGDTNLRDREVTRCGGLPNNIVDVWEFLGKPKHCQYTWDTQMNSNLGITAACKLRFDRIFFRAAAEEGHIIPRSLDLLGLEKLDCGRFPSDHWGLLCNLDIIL
#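 Evaluation: % inhibition relative to enzyme-containing and enzyme-free wells. Material: recombinant human TDP2. Benchmarks: enzyme-free and DMSO wells. Timing: enzyme reaction with compound for 2 h at 37 °C. Compound dosing: 12.8 µM only. Measured by: p-Nitrophenol epi absorbance. Reagent: T5PNP substrate at 5 mM, a TopII-DNA adduct mimic. Replication: single well per compound.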
# ADAM17 inh: ADAM17 inhibition, QFRET primary screen. AID 720648. inhibition, % at 6.95 µM. 0.83% of 370,000 active. recombinant ADAM17, EDANS/DABCYL FRET peptide cleavage;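 active = inhibition above the mean of compounds lying between control limits plus 3 SD, set per campaign, cut at about 8.5% in these data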;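 note: 0% = DMSO-only wells as the low control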
# Starred values were filed as active, the others as inactive; / = not tested or not shown.
SMILES,Tn7 DDE FP,PLCg1 inh,ASAP1 GAP inh,LEDGF integ inh,ADAM10 inh,proKLK7 act,DDE Tn6 FP inh,ARFGAP1 inhibitor,TDP2 inh,ADAM17 inh
NC(=O)CC(NC(=O)Cc1ccc(Br)cc1)c1ccc(NCc2ccccn2)c([N+](=O)[O-])c1 (stereo unspecified),6.1,-1.8,6.7,-0.5,-6.9,-0.6,5.1,-3.4,3.3,-5.2
C/C(=N/OC(=O)c1ccccc1Br)c1ccc(C)cc1,-0.2,0.7,11.7,-7.5,-7.6,0.6,1.4,8.0,-5.4,0.8
Cc1cc(-n2[nH]c(C)c(C)c2=O)nc(-c2ccccc2O)n1,0.1,-10.7,-8.7,-5.8,-16.6,-0.3,-7.7,-19.6,-5.1,0.3
CCCC(c1nnnn1CCOC)N1CCN(Cc2ccccc2)CC1 (stereo unspecified),1.6,2.0,12.6,-1.2,-6.4,0.6,3.4,4.6,7.5,-4.0
COC(=O)CSc1nnc(CNC(=O)c2ccccc2OC)n1C,8.4,-1.4,-1.1,-1.6,2.0,-0.6,5.5,-4.1,15.4,-6.3
O=C1CSC(c2ccccc2)N1c1ccc([N+](=O)[O-])cc1 (stereo unspecified),-0.6,-0.4,-6.6,-15.0,0.8,-0.4,10.0,11.5,1.5,-3.7
Cc1cc(C)nc(SCC(=O)Nc2ncccn2)n1,6.8,1.0,-1.0,0.8,-3.2,0.1,3.2,0.9,-2.1,-2.1
NC12NC(=O)C3(O)C4C5CC(C6C5C3C61)C42 (stereo unspecified),6.6,2.6,-0.6,-2.1,3.9,0.3,2.0,6.8,-4.8,-5.7
O=C1C=C(c2ccccc2)C(c2ccccc2)C1 (stereo unspecified),3.0,0.4,-2.2,-1.3,-11.1,-0.1,0.7,7.0,2.1,-1.5
CCC(=O)NCc1c(Cl)cccc1-n1cccc1,0.6,6.2,-3.5,1.8,-1.8,0.0,-2.2,3.3,-9.3,1.5
CCC(=O)c1ccc(N2CCN(C(=O)c3ccccc3Br)CC2)c(F)c1,7.7,-2.5,-11.8,3.9,0.7,0.2,4.4,2.5,-12.9,0.2
O=C(CCN1C(=O)/C(=C\c2ccccc2F)SC1=S)Nc1ccc(C(=O)O)c(O)c1,-0.5,3.6,12.2,-0.7,2.1,-0.8,-4.8,10.9,-18.0,2.5
N#Cc1ccc(S(=O)(=O)Nc2ccccc2N2CCOCC2)cc1,-1.2,-0.6,-8.3,4.5,-0.9,0.3,1.5,-2.5,-0.4,-3.3
CCC[C@H]1[C@@H](N(C)Cc2cccs2)CC[C@@]23CCCN2C(=O)CCC[C@@H]13,1.1,-2.6,/,-4.5,3.5,/,2.4,/,-10.6,3.3
Cc1c(NC(=O)COc2cccc(Cl)c2Cl)c(=O)n(-c2ccccc2)n1C,0.8,1.8,5.9,2.1,6.6,-0.1,-4.4,-6.6,-23.0,-0.1
COc1ccc(NC(=O)CSc2ncnc3sc(C)cc23)cc1,-0.4,0.2,1.8,-0.7,1.0,-0.3,-3.1,1.0,0.7,1.9
CC(C)(C)NC(=O)Cn1c(SCC(=O)NCc2cccs2)nc2ccccc21,-1.0,0.6,-4.0,5.6,1.9,0.0,-3.0,-9.0,-2.2,-1.2
CC(C)(C)NC(=O)CSc1nc(N)c(-c2ccccc2)c(=O)[nH]1,1.9,-1.4,-5.1,1.6,-4.6,0.2,0.7,-3.0,0.7,-2.7
CCOc1ccc(-n2c(SCC(=O)Nc3ccc(Br)cc3)nc3n[nH]c(C)c3c2=N)cc1,-0.6,-4.5,-6.0,0.7,-9.1,0.2,9.2,2.7,3.7,-3.3
CCOC(=O)/C=C1\SCC(=O)N1CC(=O)Nc1ccccc1OC(F)F,-1.4,1.7,-4.9,-1.6,-7.5,1.2,-8.3,8.4,2.2,-3.5
O=C(O)/C=C/C(=O)Nc1cc(F)ccc1F,-4.4,0.5,-9.9,-5.6,-3.2,0.0,-8.0,5.7,0.3,-4.1
CCn1cc(C(=O)N[C@H](C(=O)NCCCN2CCOCC2)C(C)C)c(=O)c2cc3c(cc21)OCO3,5.9,-3.2,5.3,3.5,-22.9,-0.2,-9.0,5.4,2.4,-9.1
COC(=O)Cc1ccc(NC(=S)N2CCN(CCO)CC2)cc1,-4.0,7.3,-4.8,2.4,8.3,0.0,2.5,-7.8,-21.5,0.7
COc1ccc(C(=O)OCC(=O)Nc2cccc(S(=O)(=O)N3CCCCCC3)c2)cc1[N+](=O)[O-],4.2,-1.0,8.0,4.9,19.7,0.0,-0.4,-12.9,5.0,3.8

# In the list so far, these contain bromine:
SMILES,Tn7 DDE FP,PLCg1 inh,ASAP1 GAP inh,LEDGF integ inh,ADAM10 inh,proKLK7 act,DDE Tn6 FP inh,ARFGAP1 inhibitor,TDP2 inh,ADAM17 inh
NC(=O)CC(NC(=O)Cc1ccc(Br)cc1)c1ccc(NCc2ccccn2)c([N+](=O)[O-])c1 (stereo unspecified),6.1,-1.8,6.7,-0.5,-6.9,-0.6,5.1,-3.4,3.3,-5.2
C/C(=N/OC(=O)c1ccccc1Br)c1ccc(C)cc1,-0.2,0.7,11.7,-7.5,-7.6,0.6,1.4,8.0,-5.4,0.8
CCC(=O)c1ccc(N2CCN(C(=O)c3ccccc3Br)CC2)c(F)c1,7.7,-2.5,-11.8,3.9,0.7,0.2,4.4,2.5,-12.9,0.2
CCOc1ccc(-n2c(SCC(=O)Nc3ccc(Br)cc3)nc3n[nH]c(C)c3c2=N)cc1,-0.6,-4.5,-6.0,0.7,-9.1,0.2,9.2,2.7,3.7,-3.3

# Going on with the list:
SMILES,Tn7 DDE FP,PLCg1 inh,ASAP1 GAP inh,LEDGF integ inh,ADAM10 inh,proKLK7 act,DDE Tn6 FP inh,ARFGAP1 inhibitor,TDP2 inh,ADAM17 inh
CCCNC(=O)CSc1nc2ccccc2c(=O)n1CCC,-0.3,-0.6,10.1,0.1,-12.2,-0.1,-2.5,4.3,1.2,-4.7
NS(=O)(=O)c1ccc(CNC(=O)c2cc(=O)c3ccccc3o2)cc1,-5.4,2.8,9.2,4.5,6.8,0.8,-7.2,3.3,-4.7,-2.1
COc1ccccc1CNC(=O)CCCNC(=O)Cn1cnc2sc(C)c(C)c2c1=O,-226.8,1.8,-13.1,-1.3,0.9,-0.2,-36.9,-1.3,-2.2,-0.5
CCN1CCN(C(=O)CCn2c(=O)c3cccn3c3cccnc32)CC1,-9.8,4.2,-8.6,1.2,-10.3,-0.4,-0.1,5.8,16.6,-7.8
O=S1(=O)c2ccc(N3CCC[C@@H]3CO)cc2O[C@@H]2CCN1C2,-0.4,-4.0,/,-0.2,-5.5,0.0,-12.2,/,1.7,-10.1
CC(=O)N(CCC1(C(C)C)CCOC(C)(C)C1)C(C)c1cccs1 (stereo unspecified),6.2,-0.7,3.8,-2.9,4.2,-0.4,1.8,-1.0,14.7,-3.7
COc1ccc(C(=O)c2cc([N+](=O)[O-])ccc2N2CCOCC2)cc1,4.2,6.9,-8.5,-0.8,3.7,0.3,-1.4,15.3,3.4,-2.2
Cc1ccc(-c2noc(CCC(=O)Nc3ccc(C)cn3)n2)cc1,5.7,4.4,-12.4,-0.8,5.0,-0.5,-1.1,1.3,-13.1,1.7
CC(C)n1nccc1NC(=O)COC(=O)c1ccc(NC(N)=O)cc1,3.0,-1.8,-3.5,1.4,-6.9,0.7,1.7,-4.4,0.5,-2.2
N#CCOc1nc(N2CCOCC2)nc(N2CCOCC2)n1,-2.8,10.0*,-11.2,-2.4,0.8,0.1,9.9,-4.0,6.5,-0.1
CC1CCN(C(=O)C(Cc2ccccc2)NS(=O)(=O)c2ccc3c(c2)oc(=O)n3C)CC1 (stereo unspecified),5.3,1.8,-3.3,0.7,-4.4,0.1,-0.7,-2.6,-5.6,0.5
Cc1ccc(S(=O)(=O)CCC(=O)NCc2ccco2)cc1,-1.4,2.7,3.7,1.8,7.4,-0.2,-2.5,4.3,-5.0,-1.0
Cc1cc(C)cc(NS(=O)(=O)c2ccc(F)cc2)c1,0.0,2.8,-0.6,3.3,9.2,0.8,-11.6,0.5,-12.5,1.1
Cc1cc(C)cc(OCC(=O)Nc2cccc(C(=O)O)c2)c1,2.3,2.9,10.9,1.6,8.7,0.4,-5.4,6.0,-17.6,2.5
O=[N+]([O-])c1ccc(S(=O)(=O)NCC2CCCO2)cc1 (stereo unspecified),-3.2,-1.6,-1.8,-1.0,2.2,-0.3,-4.6,15.2,-5.6,2.2
O=C(NC1=NCCS1)C1CCN(S(=O)(=O)c2ccccc2C(F)(F)F)CC1,-0.1,0.9,9.0,-5.3,-17.4,0.4,5.0,-5.1,-18.5,0.4
CCN(C(=O)COC(=O)CCCc1c[nH]c2ccccc12)c1c(N)n(Cc2ccccc2)c(=O)[nH]c1=O,3.0,1.9,6.2,0.6,-5.3,-0.7,-0.6,0.3,1.9,-1.3
CCOc1ccc(C(=O)Nc2cc(=O)n(C)c(=O)n2C)cc1,1.4,-0.5,0.4,2.3,-7.4,-0.2,0.7,-15.0,4.9,-1.1
CS(=O)(=O)N1CCC(C(=O)N2CCN(c3ccc(F)cc3)CC2)CC1,-3.7,0.8,13.3,1.7,-8.0,0.7,-6.5,-1.9,6.3,-4.5
CCCC/C=C1/[C@@H](CC)N(Cc2ccc(OC)cc2OC)C2=N[C@H](c3ccccc3)CC(=O)N21,-0.8,5.5,/,2.3,-4.5,/,-5.9,/,-9.3,-7.8
Cc1ccc(S(=O)(=O)N2CCOCC2)cc1NC(=O)CSc1n[nH]c(N)n1,-1.6,0.7,13.6,0.8,3.6,0.6,1.9,13.4,-10.8,2.3
CCCN1CC(=O)N2Cc3[nH]c4ccccc4c3C[C@H]2C1=O,-1.4,-15.9,-6.2,-5.5,-5.5,0.6,3.3,-2.0,-12.8,-5.8
CC(C)c1c(C(=O)N/N=C/c2ccc(OCc3ccccc3)cc2)nnn1-c1nonc1N,-2.3,-2.1,-6.6,-0.2,-3.1,-0.2,-13.6,9.1,5.2,-7.4
CCN(CC)S(=O)(=O)c1cc(C(=O)Nc2cccnc2)ccc1Cl,2.7,-1.5,0.3,-5.8,-6.5,-0.4,-5.5,5.1,-15.4,-4.7
Cc1ccc(C(=O)C2=C(O)C(=O)N(CC3CCCO3)C2c2ccccc2F)o1 (stereo unspecified),4.6,-9.4,-3.7,-1.7,-9.3,-0.6,0.9,8.5,10.5,0.2
CCCCOc1c(Br)cc(/C=N/O)cc1OCC,-6.8,0.2,8.5,2.0,4.4,-0.5,-9.1,12.5,-6.3,8.0
